# LRH-1 inv ag: LRH-1 (NR5A2) inverse agonists, primary screen, cell-based, luminescence, HEK293T, StAR-luciferase reporter; LRH-1 transfected, 24 h; inhibition, % at 3.6 µM; 360,000 tested, 0.13% active;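 active = inhibition above the mean inhibition of all tested compounds plus 3 SD, cut at about 73% in these data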;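 also: 0% = DMSO wells and 100% = reporter-only cells lacking LRH-1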
# NR2F2 inh: NR2F2 transcriptional activity inhibitors, primary screen, cell-based, luciferase reporter, HEK293T, luminescence. COUP transcription factor 2 (Homo sapiens), P24468. HEK293T NGFI-A luciferase reporter. inhibition, % at 8.6 µM. 370,000 tested, 0.7% active;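 active = inhibition above a per-plate cutoff, mean inhibition of test wells between control levels plus 3 SD, cut at about 38% in these data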;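 also: cells cotransfected with COUP-TFII expression vector driving the NGFI-A reporter; 0% = median of COUP-TF2 test wells and 100% = reporter-only cells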
# TWEAK Fn14 block: inhibitors of TWEAK-Fn14 signaling, primary screen, luciferase reporter cells, uHTS; TWEAK-stimulated Fn14 reporter cells, luciferase luminescence, 8 h; inhibition, % at 10 µM; 360,000 tested, 2% active; AID 1159606, 2016; in the data active = inhibition above about 50%
# NCOA2 inhibitor: inhibition of GAL4-SRC2 driven luciferase reporter, primary screen, SRC2 inhibitor project, cell-based, luminescence. inhibition, % at 9 µM. HEK293 GAL4-SRC2 luciferase reporter. AID 651957, 2012. 370,000 tested, 0.17% active;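 active = inhibition above the mean inhibition of all tested compounds plus 3 SD, set per campaign, cut at about 52% in these data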;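 also: 0% = DMSO treated cells and 100% = cells given Gossypol at 36 µM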
# TLR9-MyD88 block: inhibitors of TLR9-MyD88 association in cells, primary screen, cell-based, CHO, BLA complementation, fluorescence | inhibition, % at 4.98 µM | Toll-like receptor 9 (Homo sapiens) + Myeloid differentiation primary response protein … | CCF4 FRET ratio | 340,000 tested, 0.21% active;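 active = inhibition above the mean over all tested compounds plus 3 SD, cut at about 21% in these data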;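 also: 0% = DMSO only wells and 100% = clavulanate BLA inhibitor control wells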
# ABHD5-PLIN5 inh: ABHD5-PLIN5 interaction inhibitors, primary screen, cell lysate, split luciferase complementation, luminescence; Perilipin-5 (Homo sapiens) + 1-acylglycerol-3-phosphate O-acyltransferase ABHD5 (Homo …; 360,000 tested, 0.78% active; inhibition, % at 4 µM; Split G. princeps luciferase complementation, 4 h; AID 602281, 2012;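 active = inhibition above the mean inhibition across every tested compound plus 3 SD, cut at about 22% in these data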;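 also: 0% = DMSO only wells and the 100% control is not disclosed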
# NCOA3 inh: SRC3 coactivator transcriptional activity inhibitors, primary screen, cell-based, luminescence. Nuclear receptor coactivator 3 (Homo sapiens), Q9Y6Q9. HEK293 GAL4-SRC3 luciferase reporter. inhibition, % at 3.6 µM. 360,000 tested, 0.17% active;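 active = inhibition above a per-campaign cutoff, the mean of all compounds plus 3 SD, cut at about 60% in these data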;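 also: 0% = DMSO-treated cells and 100% = gossypol-treated cells at 36 µM; higher means less SRC3-driven luciferase light from the GAL4 reporter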
# TROY signal inh: inhibitors of TROY-driven NF-kB signaling, primary screen, Q293 LMP1-TROYcd cells, NF-kB luciferase, uHTS. inhibition, % at 10 µM. Q293 LMP1-TROYcd NF-kB luciferase reporter, 4 h. AID 1347056, 2019. 360,000 tested, 0.98% active;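 active = compounds whose plate-normalised and pattern-corrected inhibition of the luciferase reporter signal at the single screening dose is 50% or more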
# NOD2-RIPK2 inh: NOD2-RIPK2 binding disruptors in cells, primary screen, fluorescence, CHO cells, BLA complementation. CCF4 ratio. 360,000 tested, 0.38% active. inhibition, % at 4.98 µM; in the data active = inhibition above about 21%;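 also: 0% = vehicle only and 100% = reference blocker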
# Granule exo inh: LAMP-1 surface exposure blockers, TALL-104 cells – cell-based, flow cytometry, MLPCN library, primary screen; 360,000 tested, 0.66% active; TALL-104 LAMP-1 surface exposure; cells stimulated with thapsigargin and PMA; inhibition, % at 10 µM; AID 651702, 2012;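 active = inhibition above about 55%, limit read from the data; inconclusive = no clear call, values can overlap the other calls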
# SRC1 inh: SRC1 coactivator transcriptional activity inhibitors, primary screen, cell-based, luminescence. HEK293 GAL4-SRC1 luciferase reporter. inhibition, % at 3.6 µM. 360,000 tested, 0.12% active. AID 588354, 2011;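 active = inhibition above the campaign mean plus 3 SD, with each screening campaign given its own cutoff, cut at about 60% in these data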;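 also: 0% = DMSO treated cells and 100% = gossypol at 36 µM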
# Target sequence (Q15788 whole entry, looked up, the tested form may be a part): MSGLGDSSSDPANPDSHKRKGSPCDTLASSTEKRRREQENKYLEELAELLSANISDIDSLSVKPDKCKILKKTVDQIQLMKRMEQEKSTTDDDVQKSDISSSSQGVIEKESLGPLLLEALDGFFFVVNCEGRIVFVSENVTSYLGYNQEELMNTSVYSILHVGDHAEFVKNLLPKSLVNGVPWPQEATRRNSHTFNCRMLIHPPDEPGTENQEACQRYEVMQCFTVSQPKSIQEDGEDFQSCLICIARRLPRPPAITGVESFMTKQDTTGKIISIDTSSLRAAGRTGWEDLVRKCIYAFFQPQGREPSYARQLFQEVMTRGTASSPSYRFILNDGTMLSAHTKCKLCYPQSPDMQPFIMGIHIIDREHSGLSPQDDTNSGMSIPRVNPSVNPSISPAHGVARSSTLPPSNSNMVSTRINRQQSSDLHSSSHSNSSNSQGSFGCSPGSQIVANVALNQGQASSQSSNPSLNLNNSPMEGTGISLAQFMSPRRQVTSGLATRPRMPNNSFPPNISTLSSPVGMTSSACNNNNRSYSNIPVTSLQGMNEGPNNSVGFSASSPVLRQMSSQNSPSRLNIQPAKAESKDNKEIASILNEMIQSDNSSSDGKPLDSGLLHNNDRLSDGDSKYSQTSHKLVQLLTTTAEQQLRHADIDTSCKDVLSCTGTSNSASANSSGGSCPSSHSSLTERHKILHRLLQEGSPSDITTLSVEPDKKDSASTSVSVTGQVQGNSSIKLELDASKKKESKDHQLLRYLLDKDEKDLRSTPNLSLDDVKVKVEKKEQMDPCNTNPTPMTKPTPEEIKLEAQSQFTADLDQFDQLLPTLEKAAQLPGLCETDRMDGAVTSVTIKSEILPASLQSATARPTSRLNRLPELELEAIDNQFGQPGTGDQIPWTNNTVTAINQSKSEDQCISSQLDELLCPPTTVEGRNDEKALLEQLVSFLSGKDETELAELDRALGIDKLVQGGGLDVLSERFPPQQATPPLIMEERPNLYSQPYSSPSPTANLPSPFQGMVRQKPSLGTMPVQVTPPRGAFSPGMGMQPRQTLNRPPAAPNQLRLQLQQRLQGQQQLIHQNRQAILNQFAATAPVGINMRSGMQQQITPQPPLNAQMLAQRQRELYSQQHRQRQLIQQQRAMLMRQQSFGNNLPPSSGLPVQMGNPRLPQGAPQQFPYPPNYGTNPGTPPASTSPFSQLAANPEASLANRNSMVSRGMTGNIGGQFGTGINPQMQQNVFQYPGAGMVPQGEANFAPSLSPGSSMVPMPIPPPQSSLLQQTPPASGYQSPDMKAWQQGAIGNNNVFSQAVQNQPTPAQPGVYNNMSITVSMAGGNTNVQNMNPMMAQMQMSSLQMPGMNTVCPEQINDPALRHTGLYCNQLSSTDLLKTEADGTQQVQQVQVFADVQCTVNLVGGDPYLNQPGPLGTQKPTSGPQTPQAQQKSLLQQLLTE
# Active calls of the source: *; ? = inconclusive; / = not tested or not shown; & = joins results of further samples.
# Start of the data: the first eight records, ahead of the listing:
1. C=CCNC(=S)Nc1ccc2nc(C)oc2c1
2. Cc1noc(C)c1C(=O)NCCc1ccc(Cl)cc1
3. Cc1cc(C)c(-c2csc(NC(=O)C3=COCCO3)n2)c(C)c1
4. Cc1ccc2nc(SCC(=O)c3ccc(Cl)s3)[nH]c2c1
5. Cc1ccc(Cl)cc1NC(=O)N[C@@H](CC(C)C)C(=O)O
6. Cc1nccc(-c2cccc(NC(=O)Nc3ccc(Cl)cc3)c2)n1
7. Cc1ccccc1C(=O)N1CCC(C(=O)OCc2ccccc2Cl)CC1
8. CCn1c(=O)n(CC(=O)NCC2CCCO2)c(=O)c2c3c(sc21)CCCC3 (stereo not given)

compound no.,1,2,3,4,5,6,7,8
TWEAK Fn14 block,-5,-7,17,-10,-3,23,-29,1
ABHD5-PLIN5 inh,-3,7,-14,-8,0,2,-10,-2
TLR9-MyD88 block,5,-7,0,7,-2,7,-8,-1
NCOA3 inh,12,0,4,3,5,9,-2,-1
NOD2-RIPK2 inh,-7,-5,1,6,1,-5,11,-4
NCOA2 inhibitor,9,/,-2,-36,-16,-7,-2,-1
LRH-1 inv ag,0,-10,-2,-18,-9,-13,-29,-1
SRC1 inh,0,15,-11,-90,1,-24,-4,-14
Granule exo inh,-1,-3,9,-2,-9,-3,37,6
TROY signal inh,1,1,26,10,-13,23,14,-34
NR2F2 inh,-28,/,11,-17,-12,13,5,0

# The list itself (from the top)
1. C=CCNC(=S)Nc1ccc2nc(C)oc2c1
2. Cc1noc(C)c1C(=O)NCCc1ccc(Cl)cc1
3. Cc1cc(C)c(-c2csc(NC(=O)C3=COCCO3)n2)c(C)c1
4. Cc1ccc2nc(SCC(=O)c3ccc(Cl)s3)[nH]c2c1
5. Cc1ccc(Cl)cc1NC(=O)N[C@@H](CC(C)C)C(=O)O
6. Cc1nccc(-c2cccc(NC(=O)Nc3ccc(Cl)cc3)c2)n1
7. Cc1ccccc1C(=O)N1CCC(C(=O)OCc2ccccc2Cl)CC1
8. CCn1c(=O)n(CC(=O)NCC2CCCO2)c(=O)c2c3c(sc21)CCCC3 (stereo not given)

compound no.,1,2,3,4,5,6,7,8
TWEAK Fn14 block,-5,-7,17,-10,-3,23,-29,1
ABHD5-PLIN5 inh,-3,7,-14,-8,0,2,-10,-2
TLR9-MyD88 block,5,-7,0,7,-2,7,-8,-1
NCOA3 inh,12,0,4,3,5,9,-2,-1
NOD2-RIPK2 inh,-7,-5,1,6,1,-5,11,-4
NCOA2 inhibitor,9,/,-2,-36,-16,-7,-2,-1
LRH-1 inv ag,0,-10,-2,-18,-9,-13,-29,-1
SRC1 inh,0,15,-11,-90,1,-24,-4,-14
Granule exo inh,-1,-3,9,-2,-9,-3,37,6
TROY signal inh,1,1,26,10,-13,23,14,-34
NR2F2 inh,-28,/,11,-17,-12,13,5,0

9. Cc1nnc(SCCC(=O)Nc2ccc(Cl)cc2)o1
10. COC(=O)C1=C(CCc2ccccc2)NC(=O)NC1c1ccc(C#N)cc1 (stereo not given)
11. Cc1ccc(CNC(=O)c2ccc(N3CCC4(CC3)CC(c3cccc(Br)c3)=NO4)c([N+](=O)[O-])c2)cc1
12. O=c1c2cnn(-c3ccccc3)c2ncn1Cc1ccccc1
13. Cc1ccc(O)c(NC(=O)c2ccccc2-c2ccccc2C(=O)O)c1
14. Cc1ccc(-c2noc(=O)n2CC(=O)c2ccc(Cl)cc2)cc1
15. COC(=O)C[C@@H]1C[C@@H]2c3cc(NS(=O)(=O)c4ccccc4)ccc3O[C@@H]2[C@@H](CO)O1
16. O=C(COC(=O)CNC(=O)c1ccc(Cl)cc1Cl)Nc1ccc(N2CCOCC2)cc1

compound no.,9,10,11,12,13,14,15,16
TWEAK Fn14 block,12,6,-24,3,-2,11,-9,-12
ABHD5-PLIN5 inh,5,10,-5,6,2,-9,-2,-12
TLR9-MyD88 block,-10,0,8,13,4,8,-7,-19
NCOA3 inh,-15,12,5,-7,1,-2,1,17
NOD2-RIPK2 inh,-2,4,-4,-3,2,-4,-3,4
NCOA2 inhibitor,9,10,2,-18,-7,-18,4,15
LRH-1 inv ag,-22,5,20,15,15,-39,-10,-5
SRC1 inh,-7,5,6,-7,-15,-44,2,-43
Granule exo inh,-3,0,4,-4,4,21,1,-1
TROY signal inh,-17,8,-5,-10,-2,1,6,7
NR2F2 inh,4,5,6,18,1,-2,8,1

17. O=C1CCN(C2CCN(Cc3nc(Cc4ccccc4F)no3)CC2)CCN1
18. CCOc1ccccc1NC(=O)N1CCCC1C(=O)NCc1ccco1 (stereo not given)
19. COc1ccccc1-c1nc(-c2ccc(Br)cc2)no1
20. Cc1ccc(/C=N/NC(=O)C2COc3ccccc3O2)s1 (stereo not given)
21. Cc1ccc(-c2cc(C(=O)N3CCCC3)c3ccccc3n2)s1
22. Cc1ccc(NC(=S)NC(=O)CC2CC(C)(C)OC2=O)cc1 (stereo not given)
23. CCN1CCN(Cc2ccc(NC(=O)c3cc(NC(=O)c4ccno4)cc(OC)c3)cc2C(F)(F)F)CC1
24. CCNC(=O)C1(C)CCCN(Cc2cc(-c3ccccc3)n(C)n2)C1 (stereo not given)

compound no.,17,18,19,20,21,22,23,24
TWEAK Fn14 block,4,13,-8,0,-9,-13,7&-13,-14
ABHD5-PLIN5 inh,1,14,-5,4,-4,-4,16&8,1
TLR9-MyD88 block,-1,-6,-11,1,-3,0,2&-7,/
NCOA3 inh,13,-9,-102,-6,-36,-6,6&-12,4
NOD2-RIPK2 inh,-10,-6,1,2,-4,-7,-6&9,-15
NCOA2 inhibitor,6,6,-31,-17,-35,-2,10&-3,27
LRH-1 inv ag,2,-2,-47,8,7,1,-11&-9,0
SRC1 inh,14,-5,-94,-34,-17,2,-4&-9,7
Granule exo inh,1,-6,4,2,-2,-3,2&-5,-6
TROY signal inh,-10,-7,-60,-7,-36,-20,-10&-4,6
NR2F2 inh,-5,6,-28,-27,-11,2,22&-3,8

25. O=c1c2ccccc2nc2n1C(CBr)CS2 (stereo not given)
26. CCN1CCN(C(=O)c2ccc(Cl)c(S(=O)(=O)N3CCCCC3)c2)CC1
27. COc1ccc(OCc2nnc3n2N=C(c2ccc(Br)cc2)CS3)cc1
28. Cc1nc(-c2ccccc2)sc1C(=O)NN
29. COc1ccc(-c2oc3cc(OC(C)=O)cc(OC(C)=O)c3c(=O)c2OC)cc1
30. CC(C)C12CCC(C(=O)O)C(C1)C(=O)O2 (stereo not given)
31. O=C(Nc1ccc2c(c1)OCO2)C1CCN(c2ccc(S(=O)(=O)N3CCOCC3)cc2)CC1
32. COc1cccc(OC)c1C(=O)N1CCN(Cc2ccccc2F)CC1

compound no.,25,26,27,28,29,30,31,32
TWEAK Fn14 block,13,6,-30,4,17,-6,-7,0
ABHD5-PLIN5 inh,-2,0,3,-2,0,-4,-8,-5
TLR9-MyD88 block,3,2,-1,-2,8,7,-6,-4
NCOA3 inh,1,0,26,5,-25,-13,-3,11
NOD2-RIPK2 inh,1,9,-6,5,-10,-11,2,1
NCOA2 inhibitor,-62,11,1,6,10,-9,-14,-27
LRH-1 inv ag,-17,28,19,8,-2,-5,19,5
SRC1 inh,-7,-3,-24,-28,-7,-4,-10,-1
Granule exo inh,7,0,-1,1,-3,6,1,0
TROY signal inh,6,-1,3,4,-21,8,6,-7
NR2F2 inh,5,-23,-17,-2,-12,3,-17,1

33. CCN(CC)CCCNC(=O)CCC(=O)Nc1ccc2nc(N3CCC(C)CC3)cc(C)c2c1
34. CC(C(=O)NC1CCCCCC1)n1cc([N+](=O)[O-])cn1 (stereo not given)
35. O=C(C(c1ccccc1)c1ccccc1)N1CCN(Cc2ccc(Br)cc2)CC1
36. O=C(O)c1cc([N+](=O)[O-])cc2c1C=Cc1ccccc1O2
37. COc1cc2c(cc1OC)CN(Cc1cc(OC)c3c(c1)OCO3)CC2
38. COc1ccccc1N(CC(O)Cn1c(C)nc2ccccc21)S(=O)(=O)c1ccccc1 (stereo not given)
39. NC1=NC(=O)C(Cc2ccccc2)S1 (stereo not given)
40. CCCOC(=O)C1=C(C)NC2=C(C(=O)CC(C)(C)C2)C1c1cccnc1 (stereo not given)

compound no.,33,34,35,36,37,38,39,40
TWEAK Fn14 block,-25,-11,24,19,18,7,18,12
ABHD5-PLIN5 inh,6,-1,-4,-7,-3,-6,2,-2
TLR9-MyD88 block,-9,0,-11,-1,-9,-3,6,-2
NCOA3 inh,10,-19,6,15,5,12,20,14
NOD2-RIPK2 inh,-9,-8,-8,6,-13,-5,0,-2
NCOA2 inhibitor,-71,-5,-26,10,-21,3,11,22
LRH-1 inv ag,-14,-10,-4,16,13,-8,13,-18
SRC1 inh,-10,-4,-9,6,2,6,-20,-18
Granule exo inh,0,8,7,-1,-6,-1,4,0
TROY signal inh,0,-1,20,11,-8,4,-4,-15
NR2F2 inh,2,-9,-13,-12,-25,-9,-13,12

41. Cc1c(NC(=O)/C(C#N)=C/c2ccc(-c3ccccc3Cl)o2)c(=O)n(-c2ccccc2)n1C
42. CC(C)(C)c1ccc(C(=O)NCC(=O)OCCN2C(=O)c3ccccc3C2=O)cc1
43. Cc1ccc(S(=O)(=O)N2[C@@H](c3ccc(C(C)C)cc3)C(C(=O)O)=C[C@H]2C(C)(C)C)cc1
44. CC(=O)N1CCN(C(=O)OC2CC3CC2[C@H]2CCCCN2C3=O)CC1 (stereo not given in full)
45. O=C(COc1ccccc1Cl)Nc1ccc2[nH]c(=O)[nH]c2c1
46. CCOC(=O)c1cnc2c(C)c(C)ccc2c1Nc1ccc(S(=O)(=O)Nc2ncccn2)cc1
47. COc1ccccc1/C(C)=N/Oc1cc(N)cc([N+](=O)[O-])c1
48. O=C(CC1NCCNC1=O)OCCCc1ccccc1 (stereo not given)

compound no.,41,42,43,44,45,46,47,48
TWEAK Fn14 block,35,1,10,-16,-25,-16,-30,7
ABHD5-PLIN5 inh,18,-7,-4,0,3,-1,-9,-2
TLR9-MyD88 block,6,-9,5,/,3,2,-6,11
NCOA3 inh,4,-19,18,/,-7,-23,-4,-6
NOD2-RIPK2 inh,4,-9,-14,-8,2,-6,3,-6
NCOA2 inhibitor,-21,-10,-4,-4,16,3,-5,-26
LRH-1 inv ag,-17,-25,6,-13,2,8,-1,1
SRC1 inh,-4,-6,-18,/,6,8,-12,-5
Granule exo inh,?,2,-2,-5,-2,-1,4,-1
TROY signal inh,8,-19,2,-3,-11,-30,-48,-12
NR2F2 inh,22,-30,-11,-28,18,22,0,-11

# Screening results as filed in PubChem.

# Some of the compounds tested. The share of hits here may be higher or lower than overall.
